Abeta yeast res: restores growth of yeast expressing A-beta42 peptide; Potency, µM (series often up to 46.1 µM), for inactives: at the top dose growth rescue, actives largely listed as activators; 410,000 tested, 0.063% active; yeast expressing A-beta42, growth rescue, OD600, 48 h; response scale: 0% DMSO, 100% iron-clioquinol control; further: potency means the concentration at half of the fitted maximal effect; nearly all actives have a fitted effect of over 55% in size
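Yeast A-beta toxicity model in growth medium with pinned compounds, 48 h at 30 C; growth read as absorbance at 600 nm. Normalized to FeCl3/clioquinol equimolar mix (positive) and DMSO (negative).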
PTHR1 agonist: activates the human parathyroid hormone receptor PTHR1. HEK293 GP2 PTHR1 cells, GloSensor cAMP luminescence, 1 h. Potency, µM (top dose mostly 115 µM), without a hit: at the top dose activation, hits mostly activators. 410,000 tested, 0.075% active; further: potency means the concentration at half of the fitted maximal effect; nearly all actives have a fitted effect of over 55% in size; some results filed as inactive show a strong effect at the top dose; inactives centre near -15; many of its hits are not listed in these tables
Target sequence (Q03431 whole entry, looked up): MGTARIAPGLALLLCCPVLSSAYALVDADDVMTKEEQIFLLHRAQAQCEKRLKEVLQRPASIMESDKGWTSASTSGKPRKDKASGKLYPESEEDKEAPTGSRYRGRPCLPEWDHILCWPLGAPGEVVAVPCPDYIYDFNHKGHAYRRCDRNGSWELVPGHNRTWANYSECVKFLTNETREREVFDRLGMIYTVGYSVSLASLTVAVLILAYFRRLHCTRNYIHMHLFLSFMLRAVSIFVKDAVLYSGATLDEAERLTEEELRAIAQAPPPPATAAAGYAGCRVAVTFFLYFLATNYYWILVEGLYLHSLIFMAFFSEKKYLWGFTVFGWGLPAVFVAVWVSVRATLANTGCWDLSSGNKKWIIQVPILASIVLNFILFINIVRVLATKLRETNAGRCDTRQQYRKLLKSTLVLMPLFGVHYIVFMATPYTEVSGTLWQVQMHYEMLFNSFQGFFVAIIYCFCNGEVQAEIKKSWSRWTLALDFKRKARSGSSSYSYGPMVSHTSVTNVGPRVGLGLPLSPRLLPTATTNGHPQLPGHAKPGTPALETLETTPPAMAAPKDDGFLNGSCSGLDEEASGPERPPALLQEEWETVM
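HEK-293-derived GP2 cells expressing PTHR1 and a GloSensor cAMP reporter, 3,000/well, plated overnight, given luciferin plus IBMX (each 0.5 mM as added) for 1 h at 37 °C, then compound for 1 h at 37 °C. Luminescence was read after 15 min at room temperature.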
FUS yeast rescue: FUS proteinopathy suppression in yeast; 390,000 tested, 0.24% active; S. cerevisiae FUS-expressing, growth rescue, OD600, 24 h; Potency, µM (titrated, usually from 76.6 µM), for inactives: at the highest dose growth rescue (activation), hits mostly activators;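 further: potency means the concentration at half of the fitted maximal effect; plate controls were DMSO vehicle for no effect and reference control for full effect; nearly all actives have a fitted effect of over 55% in size; some results filed as inactive show a strong effect at the top dose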
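Cultures pregrown in 2.5% raffinose medium are shifted to minimal medium containing 2% galactose to express toxic FUS. Compounds are tested at several concentrations. After 24hr at 30C, growth is quantified at 600 nm absorbance.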
GLP-1R inv ag: GLP-1 receptor (human) inverse agonism; P43220; HEK293 GLP-1R CRE-luciferase, luminescence, 24 h; GLP-1R form is constitutively active; Potency, µM (series often up to 38.3 µM), for the others: at the highest dose activity change, negative = inhibition, hits mostly inhibitors; 410,000 tested, 1.6% active; further: potency means the concentration at half of the fitted maximal effect; on the % scale 0 is the no-effect control and ±100 the full control effect; nearly all actives have a fitted effect of over 55% in size
Target sequence (P43220 whole entry, looked up): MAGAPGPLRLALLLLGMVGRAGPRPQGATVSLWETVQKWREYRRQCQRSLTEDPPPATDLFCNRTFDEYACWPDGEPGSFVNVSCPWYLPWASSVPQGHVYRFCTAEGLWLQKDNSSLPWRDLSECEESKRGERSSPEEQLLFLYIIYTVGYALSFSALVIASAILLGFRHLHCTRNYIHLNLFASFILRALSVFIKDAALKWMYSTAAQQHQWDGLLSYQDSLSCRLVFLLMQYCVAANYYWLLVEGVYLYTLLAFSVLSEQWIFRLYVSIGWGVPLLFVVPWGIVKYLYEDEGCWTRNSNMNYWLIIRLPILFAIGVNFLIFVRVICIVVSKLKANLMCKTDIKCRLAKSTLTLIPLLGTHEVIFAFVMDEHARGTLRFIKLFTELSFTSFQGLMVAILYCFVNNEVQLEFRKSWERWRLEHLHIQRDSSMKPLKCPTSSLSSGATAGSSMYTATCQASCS
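HEK293 cells stably co-expressing constitutively active GLP-1R and a cAMP-responsive luciferase reporter were seeded in DMEM with 10% Nu serum, given compounds after 12 h, and incubated 24 h at 37 deg C. Luminescence was then read.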
TDP-43 yeast inh: TDP-43 toxicity inhibition in yeast; AID 652104; Potency, µM (top dose mostly 46.1 µM), for inactives: at the top dose growth rescue (activation), actives largely listed as activators; TDP-43 expressing yeast growth rescue, BacTiter-Glo, 24 h; 410,000 tested, 1.8% active; further: potency means the concentration at half of the fitted maximal effect; % of control where 0% means no effect; nearly all actives have a fitted effect of over 50% in size
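Galactose-induced TDP-43 yeast, OD600=0.02, compound pinned; 24 hr, 30 deg C; BacTiter-Glo luminescence for growth. Inhibitors of TDP-43 toxicity read as activators.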
aSyn rescue: alpha-synuclein toxicity inhibition in yeast; Yeast expressing alpha-synuclein, growth rescue, BacTiter-Glo, 24 h; Potency, µM (series often up to 46.1 µM), inactives show at the top dose growth rescue (activation), usual class: activators; 370,000 tested, 0.14% active; AID 652106; further: potency means the concentration at half of the fitted maximal effect; % of control where 0% means no effect; nearly all actives have a fitted effect of over 65% in size
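Readout is rescue of growth in alpha-synuclein-expressing yeast, so inhibitors of toxicity appear as activators. Growth after 24 hr at 30 deg C in galactose medium is quantified by luminescence.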
MmCpn inh: inhibitors of Methanococcus maripaludis chaperonin (MmCpn) | AID 504842 | 330,000 tested, 0.031% active | Potency, µM (top dose mostly 76.9 µM), for the others: at the top dose activity, negative = inhibition, most hits filed as inhibitors | purified Mm-Cpn ATPase, ADP Transcreener TR-FRET; further: potency means the concentration at half of the fitted maximal effect; on the % scale 0 is the no-effect control and ±100 the full control effect; nearly all actives have a fitted effect of over 80% in size
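Reaction buffer contained 30 mM Tris pH 7.4, 100 mM KCl, 5 mM MgCl2 and 1 mM DTT. Mm-CPN (25 nM final) hydrolysed 10 uM ATP over 30 min at 37°C; ADP was read by HTRF.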
Akt phos inh: Akt phosphorylation inhibition. Neuro2A IGF-stimulated pAkt S473 HTRF, 20 min; active compounds read low. activity change, % for hits at 50 µM. 360,000 tested, 0.32% active; in the data active means activity change below about -80%; inconclusive means mostly about -51% to -80%; further: on the % scale 0 is the no-effect control and ±100 the full control effect
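Single-point screen (50 µM final compound) in Neuro2A cells stimulated 20 min with 6 nM IGF at 37 deg C. After lysis, Ser473-phosphorylated Akt read by HTRF (ex 330 nm, em 615/665 nm) as the 665/615 ratio.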
HEK293 tox: cytotoxicity in counter-screen for GLP-1R inverse agonists | HEK293 cAMP-luciferase reporter cells, luminescence, 24 h | Potency, µM (series often up to 38.3 µM), for inactives: at the top dose activity change, negative = inhibition, most hits filed as inhibitors | 410,000 tested, 0.13% active | AID 624418;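 further: loss of luciferase light is scored as toxicity; potency means the concentration at half of the fitted maximal effect; on the % scale 0 is the no-effect control and ±100 the full control effect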
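1536-well qHTS counterscreen of the MLSMR; 200 cells/uL, 12 h pre-incubation, 23 nL cpd, 24 h at 37 deg C 5% CO2, luciferase detection reagent, 12 min RT, luminescence. Inhibition = undesired.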
Active calls of the source: *; i = inactive; ? = inconclusive; . = not tested or not shown; & = joins results of further samples; [ ] = remark or other dose. Unless noted, the call rests on the fitted dose curve; in most records, active means well fitted curve in the direction sought with a large enough effect; inconclusive means small, poorly fitted or top-dose-only effect, or another doubt; inactive means no such curve, though single readings can be large; an effect the other way counts as inactive or inconclusive.

SMILES	Abeta yeast res	PTHR1 agonist	FUS yeast rescue	GLP-1R inv ag	TDP-43 yeast inh	aSyn rescue	MmCpn inh	Akt phos inh	HEK293 tox
Cc1nonc1C(=O)N/N=C/c1ccccc1	-9%	-62%[inhibitor]	-9%	-1%	6%	-4%	-3%	i	12%
Cc1cc(NS(=O)(=O)c2ccc(NC(=O)c3cccnc3)cc2)nc(C)n1	0%	i	-7%	9%	7%	0%	3%	i	-8%
COc1ccc(Cc2nnc3c4cnn(C)c4ncn23)cc1	14%	i	13%	2%	-9%	-12%	1%	i	-20%
COC(=O)C/C=N/N=C1/NC(=O)/C(=C/C(=O)O)S1	5%	i	10%	17%	2%	0%	-1%	i	14%
CC1(C)NC(=O)N(CC(=O)OCC(=O)c2ccc(F)cc2)C1=O	2%	i	.	14%	15%	3%	-2%	i	-20%
COc1ccc(CC(=O)Nc2nc(-c3cccnc3)cs2)cc1	-1%	i	2%	13%	10%	-8%	2%	i	-6%[1.53 µM]
CCOc1ccccc1NC(=O)c1sc2nc3c(cc2c1N)CN(Cc1ccccc1)CC3	-2%	-11%	2%	9%	12%	.	.	.	-3%
O=C(O)CSc1ccc(Oc2ccc(SCC(=O)O)cc2)cc1	13%	i	14%	1%	-5%	0%	0%	i	7%
O=C(NC(NCCCN1CCOCC1)(C(F)(F)F)C(F)(F)F)C1CCCCC1	14%	-6%[57.5 µM]	-4%	7%	18%	2%	0%	i	-14%
CCCc1cc(-c2n[nH]c(=S)n2CC)c2ccccc2n1	-1%	-17%	40%	31%[activator]	7%	-2%	-28%	i	-5%
COc1ccccc1N1CCN(c2nc(-c3ccc(C)cc3)nc3ccccc23)CC1	5%	-76%[inhibitor]	38%	?	?	.	.	.	-15%
CCc1ccc(C(=O)Nc2ccc(C)c(NS(C)(=O)=O)c2)cc1	1%	-88%[inhibitor]	29%	-11%	-6%	2%	-3%	i	0%
COc1ccc(OC)c2[nH]c(=O)c(CCNC(=O)c3ccc(S(=O)(=O)N(C)C)cc3)cc12	2%	i	.	0%	-18%	-4%	-1%	i	0%
Cc1ccc(S(=O)(=O)N(C)c2ccc(OCC(=O)OCc3nnc(-c4ccccc4)o3)cc2)cc1	-15%	-5%	?	0%	-13%	2%	.	i	4%
CCCCCCCCn1c(N2CCN(c3cccc(Cl)c3)CC2)nc2c1c(=O)[nH]c(=O)n2C	1%	i	13%	5%	-3%	-6%	1%	i	6%
CC(=O)c1ccc(NC(=O)CSc2nnc(N)s2)cc1	-21%	12%	9%	13%	-5%	.	.	.	4%
CN(CC(=O)Nc1cccc(S(=O)(=O)N2CCCCC2)c1)Cc1ccc(F)cc1	5%	-57%[inhibitor]	9%	?	12%	-1%	0%	i	2%
CC1(C)OC(=O)C2=C(C[C@@H](C3CCCCC3)O[C@H]2c2ccccc2)O1	-14%	i	26%	?	?	-4%	.	i	3%
Cc1ccc(S(=O)(=O)Cn2nnnc2CN2CCCC3(CCCCC3)C2)cc1	-16%	-4%[57.5 µM]	16%	?	-7%	13%	0%	i	2%
Cc1ccc(-c2n[nH]c(=S)n2/N=C/c2ccncc2)cc1	-6%	i	-3%	-31%	2%	-2%	3%	i	-5%
COc1cccc(CNc2nn[nH]n2)c1OC	11%[9.22 µM]	0%	-38%	1%	14%	3%	0%	i	-1%
Cc1ccc(C)c(NC(=O)C[n+]2ccccc2)c1	2%	-17%	-3%	1%	1%	-10%	0%	i	6%
CCc1nc(SCC(=O)Nc2ccc3c(c2)OCCO3)c2oc3ccccc3c2n1	-11%	i	.	0%	9%	19%	-4%	i	6%
COc1cc(C(=O)Nc2nc(-c3cc(C)ccc3C)c(C)s2)ccc1OCC(=O)Nc1ccc(F)cc1	-5%	-10%	.	-34%	19%	-3%	-1%	i	-5%
CCCCNc1nc(-c2ccccc2)c(C(=O)OCC)cc1C#N	-12%	-15%	33%	?	2%	-17%	0%	i	-15%
O=C(NCCCn1ccnc1)c1ccc(OCC(F)(F)F)cc1	-2%	i	10%	-3%	6%	-1%	1%	i	9%
CC1(C(=O)NCc2ccc(C(F)(F)F)cc2)CCN1Cc1cc2ccccc2o1 (stereo not drawn)	17%	i	7%	?	?	21%	.	i	2%
Cc1ccccc1OCC(=O)N(Cc1nc(-c2ccccc2)no1)C(C)C	2%	-14%[57.5 µM]	24%	0%	?	?	-5%	i	-3%
Cc1cccc(C(=O)N(Cc2ccco2)Cc2ccccc2F)c1	-8%	?	16%	?	-10%	.	.	.	16%
CCn1cc(C(=O)NC2CCCCCC2)c2cc(OC)c(OC)cc2c1=O	8%	-30%	7%	24%	5%	-1%	-1%	i	-5%
CC(CNC(=O)c1ccccc1[N+](=O)[O-])NC(=O)c1ccccc1[N+](=O)[O-] (stereo not drawn)	3%	i	-16%	-13%	-31%[inhibitor]	2%	.	i	0%
CC1=C(C(=O)NC2CCC(C)CC2)C2(CCC(C)CC2)OC1=O (stereo not drawn)	13%	-27%	-13%	-15%	0%	-1%	0%	i	0%
Cn1ncc2c(NNC(=O)Cc3ccccc3)ncnc21	-3%	i	-18%	9%	11%	6%	0%	i	-9%
C/C(CC(=O)Nc1cc(C)ccn1)=N\NC(=O)c1ccccc1C	-8%	-63%[inhibitor]	10%	?	-21%	6%	-8%	i	?
COc1ccc(S(=O)(=O)NNC(=O)c2ccc([N+](=O)[O-])cc2)cc1	-5%	-63%[inhibitor]	-22%	1%	0%	5%	0%	i	-2%
O=C1NCCN1Cc1ccccc1F	-9%	3%[57.5 µM]	7%	3%	-12%	-18%	0%	i	2%
CCN(CC)CCC/C(=N\O)C(O)(c1ccccc1)c1ccccc1	-10%	-12%	-22%	-17%	7%	-5%	-2%	i	20%
Cc1cccc(C2=NN(c3ccccc3)[C@H](CO)[C@H]2c2ccc(F)cc2)c1	?	i	23%	?	-42%[inhibitor]	-58%[inhibitor]	-20%	i	132%[activator]
COc1cc(/C=C/C(=O)Oc2coc(CSc3ncccn3)cc2=O)cc(OC)c1OC	27%	i	-1%	-2%	12%	-7%	-3%	i	9%
CCN(CC)S(=O)(=O)c1cccc(C(=O)N/N=C/c2ccc([N+](=O)[O-])o2)c1	8%	-10%	11%	188%[activator]	15%[9.22 µM]	0%	1%	i	-10%
CC1(C(=O)Nc2ccc3c(c2)OCCO3)CCC(=O)N1CCOc1ccccc1 (stereo not drawn)	-4%	-25%	-8%	18%	19%	-3%	.	i	2%
Cn1ccc(C(=O)Nc2sc3c(c2C(N)=O)CCCCC3)n1	2%	-19%	12%	2%	-20%	-13%	2%	i	-5%
CCCC12CN3CC(CCC)(CN(C1)C3c1ccco1)C2=O (stereo not drawn)	-12%	-6%	10%	1%	-2%	-2%	3%	i	1%
COc1ccccc1-n1cc(C(=O)c2cc(Cl)ccc2O)cc(C#N)c1=O	-4%	i	20%	-14%	17%	6%	-3%	i	-2%
C/C(CC(=O)NC(C)c1ccccc1)=N\NC(N)=S (stereo not drawn)	3%	i	-20%	-16%	-15%	-7%	-1%	i	0%
COc1ccc(CNC(=O)[C@H](C)N2C(=O)N3CCc4c([nH]c5ccccc45)[C@@]3(C)C2=O)cc1OC	-11%	-33%[inhibitor]	-4%	?	6%	-1%	-1%	i	-7%
O=C(c1ccccc1)n1c(=O)cc[nH]c1=O	-8%	-12%	-3%	6%	5%	7%	-1%	i	4%
CCOc1ccc2oc(C(=O)OCC(=O)NC3CCCC3)c(C)c2c1	1%	-56%[inhibitor]	-5%	-13%	25%	12%	-4%	i	-5%
CCCCN(CC)CCNC(=O)c1cn(CCOC)c(=O)c2c1c1ccccc1n2C	-2%&1%	-18%&-17%	-14%&10%	6%&16%	17%&-18%	5%	0%	i	-23%&4%
Cc1cc(C)cc(N2CCN(C(=O)N3CCOCC3)CC2)c1	-2%	-12%[57.5 µM]	13%	-4%	-7%	1%	-1%	i	-8%
Cn1c(=O)oc2cc(S(=O)(=O)N3CCC(C(=O)NCc4ccccc4)CC3)ccc21	1%&-7%	-18%	-6%&-23%	1%&14%	19%&5%	3%	1%	i	4%&20%
Cc1ccc(S(=O)(=O)N(C)C)cc1NC(=O)CSc1nnc(C2CC2)n1C1CC1	19%	-39%[inhibitor]	7%	10%	?	1%	-1%	i	0%
N#CCCc1cccc(CCC#N)c1	-12%	-21%	-26%	0%	27%	-6%	3%	i	-2%
CCCCn1c(N)c(N(CC(C)C)C(=O)CN2C(=O)C3CCCCC3C2=O)c(=O)[nH]c1=O (stereo not drawn)	0%	i	10%	8%	-10%	3%	1%	i	-2%
Cc1ccc(NC(=O)N2CCN(C(=O)c3ccco3)CC2)cc1Cl	-1%	i	5%	12%	-21%	0%	0%	i	12%
Cc1cccc(C(=O)OCC(=O)c2c(C)[nH]c3ccccc23)c1O	-1%	-26%	-11%	-21%	?	3%	-5%	i	-10%
COc1ccccc1CC(=O)NNS(=O)(=O)c1ccccc1[N+](=O)[O-]	7%	-20%	-2%	-7%[7.66 µM]	13%[9.22 µM]	2%	0%	i	6%[7.66 µM]

Assay outcomes from PubChem.

A portion of the library. The share of hits here may be higher or lower than overall.
